IMPase inh = cell-permeable inhibitors of inositol monophosphatase (IMPase) | P97697 | inhibition (IP1 accumulation), % at 46.1 µM | AID 901 | 120,000 tested, under 10 active | CHO-M1 cells, IP1 accumulation, HTRF TR-FRET ratio; active means well fitted curve in the direction sought with a large enough effect in the signal ratio, not every such curve was filed as active; inconclusive means small, poorly fitted or top-dose-only effect, or a change in a side signal; inactive means no such curve, though single readings can be large or run the other way; the % refers to the signal ratio;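 further: cells stimulated with carbachol in lithium chloride buffer; plate controls were DMSO basal wells for no effect and reference inhibitor wells for full effect; higher means more IMPase inhibition seen as more IP1 and lower FRET ratio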
Target sequence (P97697 whole entry, looked up): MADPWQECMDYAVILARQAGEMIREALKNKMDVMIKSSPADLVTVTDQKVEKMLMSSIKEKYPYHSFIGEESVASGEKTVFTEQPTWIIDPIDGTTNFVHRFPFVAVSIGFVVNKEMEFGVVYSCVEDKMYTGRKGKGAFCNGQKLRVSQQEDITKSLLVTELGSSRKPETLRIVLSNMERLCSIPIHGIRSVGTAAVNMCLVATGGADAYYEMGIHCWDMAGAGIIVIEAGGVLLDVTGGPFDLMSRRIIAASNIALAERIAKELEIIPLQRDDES
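Measured: the HTRF emission ratio (665/620 nm) plus the 620 nm donor channel, each fitted to the Hill equation to give AC50. Cells were CHO-M1 given compounds up to 46 uM and a 30 min carbachol stimulation at 37C.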
ALOX15B inhib = 15-hLO-2 (ALOX15B) enzyme inhibition | purified 15hLO-2, xylenol orange hydroperoxide absorbance | Potency, µM (titrated, usually from 57.1 µM), without a hit: top-dose activity change, negative = inhibition, actives largely listed as inhibitors | O15296 | 110,000 tested, 0.56% active; further: potency means the concentration at half of the fitted maximal effect; nearly all actives have a fitted effect of over 60% in size; many of its hits are not listed in these tables
Target sequence (O15296 whole entry, looked up): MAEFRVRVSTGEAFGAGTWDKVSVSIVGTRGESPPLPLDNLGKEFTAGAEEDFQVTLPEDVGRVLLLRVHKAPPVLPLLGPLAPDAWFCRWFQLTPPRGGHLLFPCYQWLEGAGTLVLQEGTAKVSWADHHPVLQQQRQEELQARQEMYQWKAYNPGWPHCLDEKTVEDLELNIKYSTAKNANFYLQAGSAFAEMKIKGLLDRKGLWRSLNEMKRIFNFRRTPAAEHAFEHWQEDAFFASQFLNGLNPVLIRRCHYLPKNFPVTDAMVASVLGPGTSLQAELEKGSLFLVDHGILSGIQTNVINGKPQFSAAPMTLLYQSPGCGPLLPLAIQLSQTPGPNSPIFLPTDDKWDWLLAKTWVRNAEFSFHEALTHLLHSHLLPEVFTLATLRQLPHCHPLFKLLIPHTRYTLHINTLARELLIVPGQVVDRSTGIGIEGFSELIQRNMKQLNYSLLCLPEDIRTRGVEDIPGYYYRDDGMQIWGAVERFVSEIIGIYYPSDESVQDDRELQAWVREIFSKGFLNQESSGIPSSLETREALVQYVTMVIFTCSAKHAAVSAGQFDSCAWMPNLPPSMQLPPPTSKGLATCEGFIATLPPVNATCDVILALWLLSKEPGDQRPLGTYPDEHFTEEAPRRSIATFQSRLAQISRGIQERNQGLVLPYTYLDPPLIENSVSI
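Purified human 15hLO-2 (50 nM) preincubated 15 min with compound, then 45 uM arachidonic acid for 90 min at RT in 25 mM Hepes pH 7.5, 0.01% Triton X-100. Hydroperoxide detected by Fe-xylenol orange; 573/405 nm absorbance ratio.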
ALOX12 inhib = 12-hLO (ALOX12) enzyme inhibition; Potency, µM (doses to about 57.1 µM), inactives show at the top dose activity change, negative = inhibition, most hits filed as inhibitors; P18054; purified 12-hLO, xylenol orange hydroperoxide absorbance; 150,000 tested, 0.12% active; further: potency means the concentration at half of the fitted maximal effect; nearly all actives have a fitted effect of over 55% in size; many of its hits are not listed in these tables
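Purified human 12hLO (150 nM final) was preincubated with compounds for 15 min at room temperature in 25 mM Hepes pH 7.0, 0.01% Triton X-100, then reacted with 40 uM arachidonic acid for 30 min. Hydroperoxide was detected with ferrous iron/xylenol orange.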
PNC assembly inh = blocks assembly of the perinucleolar compartment. 140,000 tested, 3.1% active. PC3M PTB-GFP, PNC prevalence imaging, 16 h; active compounds read low. AID 2417. activity change (PNC), negative = inhibition, % at 10 µM;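 active means readout at or below -70, meaning at least 70% loss of cells showing the perinucleolar compartment, a nuclear body marking cancer cells; inconclusive means readout between -30 and a set limit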;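 further: plate controls were DMSO wells for no effect and camptothecin positive control wells for full effect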
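Compounds are pinned in duplicate onto adhered PC3M cells stably expressing GFP-tagged PTB and incubated 16 h at 37 C. Cells are then fixed, nuclei stained with Hoechst, and PNC-positive cells counted.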
* hit, by the source's call; ? = inconclusive; · = no result given; [ ] = another dose, or the depositor's remark. Unless noted, the call rests on the fitted dose curve; in most records, active means well fitted curve in the direction sought with a large enough effect; inconclusive means small, poorly fitted or top-dose-only effect, or another doubt; inactive means no such curve, though single readings can be large; an effect the other way counts as inactive or inconclusive. Unless noted, on the % scale 0 is the no-effect control and ±100 the full control effect.

Results follow in this order: PNC assembly inh | ALOX12 inhib | ALOX15B inhib | IMPase inh
[1] S=C(Nc1ccc(Oc2ccccc2)cc1)NC1CCCC1
 : ? | 14µM* | · | -19
[2] CN(C)S(=O)(=O)c1cccc(C(=O)NCc2ccco2)c1
 : -20 | 0% | -5% | -1
[3] O=C(Nc1ccc(NC(=O)c2ccco2)cc1)c1ccc2c(c1)OCO2
 : -25 | -6% | ? | -1
[4] CNC(=O)C1CC(=O)N(CCc2ccc(OC)cc2)C(=Nc2ccc(OC)cc2)S1 (stereo unspecified)
 : 63 | -6% | · | 3
[5] CCc1ccc(CN(C)CC(=O)Nc2ccccc2[N+](=O)[O-])cc1
 : 66 | -2% | · | 2
[6] CC(C)OC(=O)C1C(=O)CC(C)(O)C(C(=O)OC(C)C)C1c1ccc(F)cc1 (stereo unspecified)
 : 23 | 1% | 1% | 11
[7] CN(CC(=O)Nc1cccc2ccccc12)C(=O)/C=C/c1cccs1
 : ? | -2% | · | 8
[8] CC(Oc1ccc(Cl)cc1)C(=O)NCCCn1ccnc1 (stereo unspecified)
 : -11 | 2% | 5% | 3
[9] CC(C)CC(COCc1cccc(Cl)c1)N1CCN(C(=O)c2ccc(C(F)(F)F)cc2)CCC1=O (stereo unspecified)
 : 33 | -5% | · | ·
[10] CN1CCN(c2ncnc3c2[nH]c2ccc(F)cc23)CC1
 : 25 | 2% | 20% | ?
[11] Cc1cccc(C)c1NC(=O)N1C(C(=O)O)CSC1C(=O)O (stereo unspecified)
 : -7 | 2% | 2%[11.4 µM] | 0[1.84 µM]
[12] CC(C)C(=O)Nc1nnc(SCC(=O)NCc2ccco2)s1
 : 12 | -1% | · | -6
[13] CCOC(=O)C(NC(=O)c1ccc(OC)cc1)(N1CCOCC1)C(F)(F)F (stereo unspecified)
 : ? | 1% | -4% | -7
[14] COc1ccc(OC)c2sc(NC(=O)CCSc3ccccc3)nc12
 : -88* | -3% | 8% | 18
[15] CN(C)/C=N/c1ncc(C(=O)c2ccc3ccccc3c2)s1
 : -9 | -14% | -2% | 2
[16] O=c1/c(=C/c2ccco2)sc2n1CN(c1cccc(Br)c1)CN=2
 : ? | ? | 12% | 8
[17] COCCn1cnc2c1c(=O)n(CC(=O)Nc1cc(C)on1)c(=O)n2Cc1ccccc1
 : ? | -4% | -5% | 13
[18] CC(=C\C(=O)O)/C(=C/c1ccc(C)o1)C(=O)O
 : -2 | 0% | · | ·
[19] N#CCCN1CCN(S(=O)(=O)c2ccc(S(=O)(=O)N3CCCC3)cc2)CC1
 : -15 | 1% | 1% | ?
[20] CCOC(=O)CSc1nc2c(c(=O)[nH]c(=O)n2C)n1CCc1ccccc1
 : ? | 3% | -17% | -1
[21] Cc1c(C(=O)N(C)C)c2ccc(Cl)cc2n1O
 : -19 | -2% | · | ·
[22] COCC(=O)Nc1cc([N+](=O)[O-])ccc1OC
 : -19 | -1% | · | ·
[23] CC(C)NCCCOc1ccc(Cl)cc1Br
 : -7 | -13% | 26% | -2
[24] N#Cc1ccc(C23CC4(C2)[C@H](CN(CC2CCCCC2)[C@@H]4c2ccccc2)C3c2ccc(Cl)nc2)cc1 (stereo partly specified)
 : · | -2% | 7% | ·
[25] C=CCn1c(SC2CCOC2=O)nc2sc(CC)cc2c1=O (stereo unspecified)
 : -20 | -9% | -9% | ?
[26] C/C(=N/NC(=O)C1CC1(c1ccccc1)c1ccccc1)c1ccco1 (stereo unspecified)
 : -3 | -2% | · | ·
[27] CCCOP(=O)(c1ccccc1)c1ccccc1
 : 8 | -3% | · | -6
[28] Cc1ccccc1C(=O)NNC(=O)CN1C(=O)c2ccccc2C1=O
 : -13 | 0% | · | 11
[29] O=S(=O)(Nc1ccccc1)c1ccc(Oc2ncc(C(F)(F)F)cc2Cl)cc1
 : 34 | -4% | 12%[11.4 µM] | 2[1.84 µM]
[30] CCCn1nnc(NC(=O)c2ccco2)n1
 : ? | -5% | -3% | 20
[31] Cc1cc(C)n(CCSCC(=O)O)n1
 : 59 | 3% | 1% | 2
[32] CC(C)(C)c1ccc(S(=O)(=O)N2CCSC2)cc1
 : 14 | 0% | · | ·
[33] COc1ccc(C(=O)NC(=S)NNC(=O)c2ccc(NC(=O)C(C)C)cc2)cc1
 : 10 | -5% | · | ·
[34] O=C(NCc1nnc(SCc2ccccc2)n1-c1ccc(F)cc1)C12CC3CC(CC(C3)C1)C2
 : ? | 0% | · | 0
[35] CCC(NC(=O)Nc1ccc(O)cc1)(C(F)(F)F)C(F)(F)F
 : 1 | -16% | -4% | 9
[36] Cc1cc(=O)oc2cc(OCC(=O)N3CCc4ccccc4C3)ccc12
 : -10 | -3% | -7% | 4
[37] COc1ccc(C(C)=O)cc1CSc1nc2cc(C(=O)O)ccc2c(=O)n1Cc1ccccc1
 : ? | 1% | · | ·
[38] COc1ccccc1C(=O)Nc1nnc(SCC(=O)Nc2ccc3c(c2)oc2ccccc23)s1
 : -7 | -3% | · | ·
[39] CCC(C)[C@H](NC(=O)CCn1nnc2ccccc2c1=O)C(=O)O (stereo partly specified)
 : -9 | -1% | · | ·
[40] CC(C)c1ccc(Cn2ccc3c4c(N)nc(NC5CC5)nc4ccc32)cc1
 : · | -3% | 24% | 3
[41] O=C(/C(=N\Nc1ccccc1)Sc1nnnn1-c1ccccc1)c1ccccc1
 : -13 | -3% | · | ·
[42] CC(C)(C)C(=O)OCC(=O)C1CCC2C3CCC4=CC(=O)CCC4(C)C3CCC12C (stereo unspecified)
 : · | -1%[0.00818 µM] | 7%[0.0915 µM] | ·
[43] COCCOc1cc(N2C(=O)CSCC2=O)c(Cl)cc1Cl
 : 20 | 5% | 0% | 6
[44] CCN(CCCNC(=O)c1c(C)cc(=O)oc1C)c1cccc(C)c1
 : 9 | 0% | 6%[11.4 µM] | 2[1.84 µM]
[45] COc1ccccc1-n1c(=O)c2c3c(sc2n2c(SC(C)C)nnc12)CCC3
 : ? | 2% | 6% | 9
[46] COc1cc(/C=N/NC(=O)c2ccc(COc3ccccc3Cl)o2)cc(Br)c1O
 : -23 | -4% | · | ·
[47] CC1C/C(=N/NC(=O)c2cccc(F)c2)c2ccc(O)cc2C1 (stereo unspecified)
 : -22 | 3% | 6% | 7
[48] CNCCCC1c2ccccc2C=Cc2ccccc21
 : ? | 3% | 40%[activator][25.6 µM] | 12[20.6 µM]
[49] CC1CCN(S(=O)(=O)c2ccc3c(c2)oc(=O)n3CC(=O)NCc2ccc3c(c2)OCO3)CC1
 : -10 | ? | -9% | 4
[50] CCOC(=O)N1CCN(C(=O)c2ccc3c(=O)n4c(nc3c2)CCCCC4)CC1
 : 28 | -1% | -8% | 3
[51] COc1ccc(-c2nc(C)c(C(C)=O)n2O)cc1
 : 63 | 0% | -9% | 9
[52] O=C(NNC(=S)Nc1cccc(C(F)(F)F)c1)c1cccc(Cl)c1
 : -23 | -9% | · | ·
[53] COC(=O)c1cc(NC(=O)Nc2cc(OC)ccc2OC)cc(C(=O)OC)c1
 : -14 | 0% | 6% | -10
[54] CN(C(=O)c1ccc(Cl)c(S(=O)(=O)N2CCOCC2)c1)c1ccccc1C(=O)O
 : 2 | -1% | -1% | -6
[55] CSCC[C@H](NC(=O)C(C)Oc1ccc(Cl)cc1)c1nc2ccccc2[nH]1 (stereo partly specified)
 : ? | -4% | · | ·
[56] CCOC(=O)Nc1cc(C(=O)OC)ccc1C
 : 20 | 3% | 0% | 4
[57] CC(=O)N1CCN(c2ccc(NCc3ccccc3)cc2)CC1
 : 23 | ? | ? | 13
[58] CSc1ncccc1C(=O)OCC(=O)Nc1ccc(S(=O)(=O)N2CCCC2)cc1
 : -25 | 0% | · | ·
[59] COc1ccc2c(c1)C(c1cc(OC)c(OC)c(OC)c1)CC(=O)O2 (stereo unspecified)
 : · | -4%[0.00818 µM] | -13%[0.0915 µM] | ·
[60] CCOC(=O)N1CCN(C(=O)CSCC(=O)Nc2nc(-c3ccc4c(c3)OCO4)cs2)CC1
 : -30 | -13% | -5% | 0

Following part.
Results follow in this order: PNC assembly inh | ALOX12 inhib | ALOX15B inhib | IMPase inh
[61] CCn1c(-c2csc3c2CCC(C)C3)n[nH]c1=S (stereo unspecified)
 : -22 | -7% | · | 0
[62] CCC(C)C(=O)Nc1cc(C(=O)OC)cc(C(=O)OC)c1 (stereo unspecified)
 : 5 | 2% | 2% | 8
[63] COc1ccc(NC(=O)COn2nnc3ccc(Cl)cc32)cc1OC
 : -18 | -9% | 6% | 7
[64] CC(O)CNc1nc2c(c(=O)n(C)c(=O)n2C)n1Cc1cccc(C(F)(F)F)c1 (stereo unspecified)
 : ? | -4% | -3% | -3
[65] CCOC(=O)N/N=C1\CC(C)CC(C)(C)C1 (stereo unspecified)
 : 5 | 2% | · | ·
[66] COC(=O)[C@@H]1C[C@@]2(O)[C@@H](O)[C@@H](O)[C@@H](O)C[C@H]2N1Cc1ccc(C)s1
 : · | 1% | 13% | ·
[67] CCOC(=O)N1CCN(C(=O)C2CCN(S(=O)(=O)c3ccccc3)CC2)CC1
 : 25 | 7% | -2% | -1
[68] Cc1ccc(C(=O)CSc2nnc(-c3cccs3)n2C)o1
 : 34 | -13% | 8% | 5
[69] C=CCn1c(C(CC(C)C)CC(C)O)n[nH]c1=S (stereo unspecified)
 : -1 | 0% | · | ·
[70] COc1ccc(NC(=O)CN(c2ccccc2)S(=O)(=O)N(C)C)cc1OC
 : ? | -1% | -7% | 1
[71] CCOC(=O)C(C)Sc1nc(-c2ccco2)cc(C(F)(F)F)c1C#N (stereo unspecified)
 : 56 | -12% | -27% | 0
[72] Cc1cc(C)cc(C(=O)OCC(=O)NCC(F)(F)F)c1
 : ? | 1% | · | ·
[73] CCN(CC)CCN1C(=O)C(=O)/C(=C(/O)c2cnn(-c3ccccc3)c2C)C1c1cccs1 (stereo unspecified)
 : 112 | 4% | 11% | -2
[74] Clc1ccc(CSc2cc3c(nn2)-c2ccccc2CC3)cc1Cl
 : 15 | 0% | 13%[11.4 µM] | 1[1.84 µM]
[75] Cc1c(NC2=NC3(CCCCC3)Cc3ccccc32)c(=O)n(-c2ccccc2)n1C
 : -11 | -4% | 13%[2.29 µM] | 5
[76] CCN(C(=S)NC(=O)c1ccccc1Br)C1CCCCC1
 : -10 | 0% | · | ·
[77] O=C(CNc1cc(S(=O)(=O)N2CCCC2)ccc1OCC(F)(F)F)Nc1ccc(SC(F)F)cc1
 : -14 | 5% | · | ·
[78] O=C1N(Cc2ccccc2)CCCC12CCCN(Cc1ccccc1)C2=O
 : ? | -1% | -11% | ?
[79] Cc1ccc(C(=O)OCC(=O)NC(=O)c2cccn2C)cc1
 : -81* | -1% | -6% | -6
[80] COc1ccc([N+](=O)[O-])cc1NC(=O)c1ccc(CN(c2ccc(C)c(C)c2)S(C)(=O)=O)cc1
 : 17 | 0% | · | -1
[81] CC(=O)c1cccc(NC(=O)c2ccc(N(Cc3ccccc3C)S(C)(=O)=O)cc2)c1
 : 253 | -1% | · | -5
[82] CCn1c(SCC(=O)N2CCOCC2)nnc1-c1cccs1
 : 33 | 2% | 6% | 6
[83] CC(C)(C)C1CCC(=NNC(=O)c2cc(-c3ccccc3)n[nH]2)CC1 (stereo unspecified)
 : ? | 1% | · | ·
[84] Cc1cc(C)n(-c2nc(NC(C)C)nc(NC(C)C)n2)n1
 : -21 | 0% | 56%[activator] | 12
[85] CC1CCN(C(=S)Nc2ccc3nc4n(c(=O)c3c2)CCCCC4)CC1
 : ? | -3% | · | 4
[86] Cc1ccc(C(=O)OCC(=O)Nc2sc3c(c2C#N)CCCC3)cc1NC(=O)c1ccco1
 : 43 | -16% | ? | 5
[87] Fc1ccc(-c2nnc(SCc3ncc(-c4ccccc4)o3)n2CC2CCCO2)cc1 (stereo unspecified)
 : -26 | -2% | -4% | 0
[88] Nc1nnc(-c2ccccc2)c(-c2ccccc2)n1
 : ? | -7% | -12% | -5
[89] CCOC(=O)c1c(NC(=O)c2nc3n(n2)C(C(F)F)CC(C)N3)sc2c1CCCC2 (stereo unspecified)
 : -29 | -9% | -8% | 2

Screening data deposited in PubChem by National Center for Advancing Translational Sciences (NCATS).
